# Screening data as filed in PubChem BioAssay.
# GLD-1 RNA inh: GLD-1-TGE RNA interaction inhibition (C. elegans). purified GLD-1 + fluorescein TGE RNA, fluorescence polarization. AID 2280. 320,000 tested, 0.44% active. inhibition, % at 5.96 µM;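 active = percent inhibition above a per-plate cutoff, the plate mean of test compounds plus 3 SD, cut at about 30% in these data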;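 note: 0% = DMSO wells with GLD-1 and probe and 100% = wells lacking GLD-1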
# BCLXL inh: blocks human Bcl-xL binding to Bim BH3 peptide; Q07817; GST-Bcl-xL / FITC-Bim BH3 peptide fluorescence polarization; inhibition, % at 10.9 µM; 320,000 tested, 0.7% active; AID 2129;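 active = inhibition above the mean of all tested compounds plus 3 SD, cutoff set per campaign, cut at about 30% in these data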;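 note: 0% = DMSO wells and 100% = unlabeled Bim-BH3 peptide competitor; inhibitors lower millipolarization by displacing the labeled peptide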
# Target sequence (Q07817 whole entry, looked up): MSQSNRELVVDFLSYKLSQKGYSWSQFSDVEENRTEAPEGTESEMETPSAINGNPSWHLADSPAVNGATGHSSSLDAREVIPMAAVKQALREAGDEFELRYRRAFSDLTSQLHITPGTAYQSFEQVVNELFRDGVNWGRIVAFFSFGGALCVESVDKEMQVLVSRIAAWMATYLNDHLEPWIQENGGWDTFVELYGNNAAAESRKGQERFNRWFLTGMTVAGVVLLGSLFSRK
# Fam108B inh: blocks mouse Fam108B hydrolase in RBBP9 counter-screen; recombinant Fam108B, FP-Rh probe fluorescence polarization; inhibition, % at 9.51 µM; 300,000 tested, 0.33% active;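 active = inhibition above the screen mean inhibition plus 3 SD, computed separately per campaign, cut at about 18% in these data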;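 note: inhibitors lower polarization as less probe binds the enzyme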
# TPT1 inh: C. albicans TPT1 enzyme inhibition. recombinant caTPT1, FP RNA substrate dephosphorylation. inhibition, % at 5 µM. 300,000 tested, 0.81% active;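 active = inhibition above the mean of all tested compounds plus 3 SD, set per screening campaign, cut at about 24% in these data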;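 note: plate controls were DMSO alone for no effect and ferristatin control at 100 nM for full effect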
# PME-1 primary: PME-1 (human) inhibition; Q9Y570; recombinant PME-1, FP-Rh probe fluorescence polarization; inhibition, % at 5.9 µM; 320,000 tested, 0.53% active;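 active = inhibition above the campaign mean of all compounds plus 3 SD, cut at about 26% in these data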;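 note: competitive labeling of PME-1 active site by serine hydrolase directed probe; 0% = PME-1 with DMSO and 100% = wells lacking PME-1 enzyme; inhibitors block probe labeling so polarization falls and inhibition rises; many of its hits are not listed in these tables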
# Target sequence (Q9Y570 whole entry, looked up): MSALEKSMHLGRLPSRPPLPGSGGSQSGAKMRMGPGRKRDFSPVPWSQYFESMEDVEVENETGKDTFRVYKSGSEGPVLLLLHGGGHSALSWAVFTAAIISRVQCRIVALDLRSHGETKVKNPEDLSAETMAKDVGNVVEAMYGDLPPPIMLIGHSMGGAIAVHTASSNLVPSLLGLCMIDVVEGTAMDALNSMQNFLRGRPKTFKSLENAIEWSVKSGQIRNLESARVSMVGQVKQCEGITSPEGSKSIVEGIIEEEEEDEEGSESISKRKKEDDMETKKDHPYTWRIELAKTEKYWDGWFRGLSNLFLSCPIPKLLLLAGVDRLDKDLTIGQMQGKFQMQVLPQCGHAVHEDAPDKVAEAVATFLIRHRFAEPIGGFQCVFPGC
# GSTO1 inh: counter-screen for RBBP9 inhibitors: inhibitors of human GSTO1; recombinant GSTO1, activity-based probe fluorescence polarization; 300,000 tested, 1.1% active; inhibition, % at 5.96 µM;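 active = inhibition above the campaign mean inhibition plus 3 SD, cut at about 35% in these data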;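 note: 0% = GSTO1-1 with DMSO and 100% = wells lacking GSTO1-1 enzyme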
# MCL1 BIM primary: inhibitors of human MCL1 binding to BIM-BH3 peptide; inhibition, % at 10.9 µM; 320,000 tested, 0.68% active; GST-MCL1 / FITC-Bim-BH3 fluorescence polarization;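 active = inhibition above the mean inhibition of all tested compounds plus 3 SD, set per campaign, cut at about 40% in these data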;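 note: 0% = DMSO wells and 100% = unlabeled Bim-BH3 peptide control; higher means more loss of mP so more displacement of Bim peptide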
# Target sequence (Q07820 whole entry, looked up): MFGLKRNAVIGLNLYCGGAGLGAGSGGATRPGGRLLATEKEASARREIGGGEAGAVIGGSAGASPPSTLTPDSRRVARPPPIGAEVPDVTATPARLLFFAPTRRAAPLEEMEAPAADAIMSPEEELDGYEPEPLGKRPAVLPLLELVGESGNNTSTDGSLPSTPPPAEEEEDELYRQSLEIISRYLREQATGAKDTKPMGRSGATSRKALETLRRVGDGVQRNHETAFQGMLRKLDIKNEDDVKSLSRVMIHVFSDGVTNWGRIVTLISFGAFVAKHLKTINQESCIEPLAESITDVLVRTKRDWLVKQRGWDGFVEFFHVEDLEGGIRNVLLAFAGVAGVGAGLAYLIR
# MEX-5 binding: C. elegans MEX-5 TCR-2 RNA binding activity | Q9XUB2 | MEX-5/FITC-TCR2 RNA binding, fluorescence polarization; active compounds read low | activity score (negative = inhibition of binding), % at 10 µM | 300,000 tested, 0.38% active;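 active = inhibition past about -25% in most replicates, and total fluorescence under double the plate's negative control median, limit read from the data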;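 note: 0% = DMSO and -100% = 5 µM competing unlabeled TCR2 RNA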
# PAD4 FP inh: inhibitors of human PAD4. 330,000 tested, 0.41% active. inhibition, % at 6.36 µM. AID 485272. Q9UM07. recombinant PAD4, RCA probe fluorescence polarization;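 active = percent inhibition above a cutoff equal to the mean of all tested compounds plus 3 SD, cut at about 15% in these data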;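 note: 0% = PAD4 with RCA probe and DMSO and 100% = probe without PAD4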
# * marks the source's active call; other numbers are inactive results; . = not tested or not shown. Only part of the results is shown. The share of hits here may be higher or lower than overall.
SMILES,GLD-1 RNA inh,BCLXL inh,Fam108B inh,TPT1 inh,PME-1 primary,GSTO1 inh,MCL1 BIM primary,MEX-5 binding,PAD4 FP inh
COC(=O)c1ccc(CN(c2ccc(OC)cc2)S(=O)(=O)c2ccccc2)cc1,-5,-2,-6,-2,3,1,1,.,-3
CCc1cccc(NC(=S)N2CCC(c3ccccc3)C2)c1 (configuration not stated),-1,6,-1,-1,-3,-7,7,-2.8,-2
COC(=O)CCC(=O)Nc1ccc(S(=O)(=O)Nc2cc(OC)nc(OC)n2)cc1,3,7,5,-1,-8,8,9,-0.2,3
Cc1noc(C)c1C(=O)N1CCCC(C(=O)c2ccc(Cl)cc2)C1 (configuration not stated),13,3,-2,-3,-6,5,-4,2.4,-3
Cc1cc(-c2nc(C)c(C(=O)NNS(=O)(=O)c3ccccc3)s2)no1,8,4,2,0,1,12,-4,-3.1,1
CN(C)c1cccc(C(=O)OCC(=O)NCc2ccco2)c1,0,3,1,-2,9,-2,-5,0.9,-3
O=C(Nc1nc(-c2ccco2)c(-c2ccco2)s1)C1CCC1,3,3,8,2,12,1,6,1.7,-5
CCOC(=O)C1CCN(Cc2ccc(OC)c(OCc3ccccc3)c2)CC1,6,7,1,0,1,7,12,-1.8,-2
CCn1ccnc1CN(C)C(=O)c1ccc(OC2CCN(CCc3ccccc3)CC2)cc1,1,6,-2,-3,-3,-2,6,-4.9,-1
OC(CNCCC(c1ccccc1)c1ccccc1)COc1ccccc1 (configuration not stated),-7,5,0,-2,0,5,7,-0.5,-1
CC(Nc1nc(-c2cccc(Br)c2)cs1)c1nc2cc(Cl)c(N3CCCCC3)cc2n1CCOCCO (configuration not stated),8,2,1,-2,9,-3,5,-3.0,2
O=C(COc1ccc(S(=O)(=O)N2CCOCC2)cc1Cl)NCCN1CCOCC1,-6,3,5,3,-4,5,6,-2.2,-5
O=C(Nc1cc(Cl)ccc1-n1cncn1)c1cccs1,2,-5,-1,-1,0,-1,-12,0.0,-2
COC(=O)C1CN(C(=O)C(C)Oc2ccccc2Cl)c2ccccc2O1 (configuration not stated),7,-5,2,-1,1,0,2,5.0,-1
Cc1ccc(NC(=O)C(c2ccccc2)N(C)C)cc1Cl (configuration not stated),-4,5,-6,-1,4,10,2,1.6,-9
Cc1ccccc1-n1c(SCC(=O)NC(N)=O)nc2sc(-c3ccccc3)cc2c1=O,2,-27,-7,31*,-5,-14,-24,-3.0,2
CC(=O)N1CCN(c2ccc(NC(=O)c3ccc(OCc4ccccc4)cc3)cc2)CC1,0,6,3,-1,-4,0,11,-3.1,5
O=C(COC(=O)c1cccs1)NCCN1C(=O)CSC1=O,5,5,3,1,0,-2,4,2.1,-1
COc1ccc(OC)c(/C=C/C(=O)OCC(=O)Nc2cccc(C(C)=O)c2)c1,1,1,-3,-1,-4,-4,-12,-0.6,-3
COc1ccccc1N1CCN(C(=O)C2CCN(S(=O)(=O)c3ccccc3)CC2)CC1,4,4,1,0,19,1,-1,2.3,-4
C=CCN1C(=O)C(Cc2ccc(F)cc2)S/C1=N/N=C/c1ccco1 (configuration not stated),6,4,-1,-2,4,2,0,-0.9,-1
COC(=O)c1ccc(-c2ccc(C(c3c(C)[nH][nH]c3=O)c3c(C)[nH][nH]c3=O)o2)cc1,-6,3,0,2,0,38*,4,-0.4,-8
O=C(Nc1ccc(Cc2nc3ccccc3s2)cc1)c1ccncc1,0,-12,-3,5,-1,-6,-10,1.7,-4
CCCN1CCCc2cc(CN(CCCN3CCOCC3)C(=O)Nc3ccc(OCC)cc3)ccc21,-2,10,2,1,-1,8,10,0.1,-7
Cn1c(SCC(=O)N2CCCC2)nc2cccnc21,-1,9,-1,-2,-3,5,-2,0.3,2
COc1cc(C)c(NC(=S)Nc2ccc(C)c(Cl)c2)cc1OC,3,7,0,2,5,-1,10,-2.1,1
N#Cc1c2n(c3c(=O)n(Cc4ccc(Cl)cc4)cnc13)CCCCC2,-5,-5,-5,1,-6,-10,-6,0.6,-4
COC(=O)C1=C(N)OC2=C(C(=O)CCC2)C1c1ccc2c(c1)OCO2 (configuration not stated),-2,-2,2,3,-6,5,-8,-0.4,-2
NC(=O)CC(NC(=O)Cc1ccc(Cl)cc1)c1ccc(NCCc2ccccc2F)c([N+](=O)[O-])c1 (configuration not stated),-7,2,-7,-2,-1,20,-11,3.5,4
O=C(NCCOc1ccc(F)cc1)c1ccccc1SCc1ccccc1,-1,3,-4,-1,6,-1,2,-0.1,-4
CN(C)c1oc(/C=C/c2cccs2)nc1S(=O)(=O)c1ccccc1,8,7,2,-2,1,15,12,2.0,1
CCc1ccccc1NC1=NCC(=O)N1Cc1ccccc1,2,3,-1,-4,1,3,-3,0.9,3
CCCCNCC#CCOc1cc(C)ccc1C(C)C,6,4,-1,0,1,13,-3,1.6,-1
Cc1[nH]c(=O)cc2ccccc12,6,-12,0,2,5,3,-17,-0.7,-3
CC1=C(C(=O)Nc2ccccc2C)C(c2cccs2)NC(=S)N1 (configuration not stated),1,5,3,-2,-2,3,7,0.9,-5
CCOC(=O)C1CCCN(Cc2nc(Cc3ccccc3Cl)no2)C1 (configuration not stated),0,-3,-4,1,3,6,6,-0.9,-4
COC(=O)CCCC1=CC2=C(c3ccccc3)C(=O)C(C)(OC(=O)C3CCCC3)C(=O)C2=CN1CC1CC1 (configuration not stated),13,21,-1,-4,7,49*,17,-1.2,-6
CCNCc1ccccc1OCc1ccccc1,-1,0,-6,1,3,7,6,0.4,0
COc1ccc(-c2noc(C(C)NC(=O)c3ccco3)n2)cc1OC (configuration not stated),6,4,1,-1,2,6,3,3.4,1
Cc1ccc(NC(=O)C2CCCN(c3ncccn3)C2)cc1C (configuration not stated),-2,1,0,1,0,9,7,-3.3,-2
Cc1ccc(N2C(=O)CC(N3CCc4ccccc43)C2=O)cc1Cl (configuration not stated),-4,7,3,-1,-3,4,3,-0.6,2
CC(=O)c1ccc(S(=O)(=O)N(C)CCCC(=O)N2CCN(c3ncccn3)CC2)cc1,-5,5,.,.,2,.,1,.,-5
O=C(CSc1nnnn1C1CC1)N1CCN(Cc2ccccc2F)CC1,3,-3,.,.,-2,.,4,.,0
Cc1ccc2[nH]c(=O)c(CNC(C)(C)C)cc2c1,0,0,-1,2,-1,1,2,-1.5,-3
O=C(NC(C(=O)N1CCCC1C(=O)O)=C1CCCCC1)c1ccccc1 (configuration not stated),3,6,-2,-3,2,-2,6,-3.0,-6

# Single records (already shown). Order of values: GLD-1 RNA inh, BCLXL inh, Fam108B inh, TPT1 inh, PME-1 primary, GSTO1 inh, MCL1 BIM primary, MEX-5 binding, PAD4 FP inh
# Cc1ccc2[nH]c(=O)c(CNC(C)(C)C)cc2c1 is listed with 0, 0, -1, 2, -1, 1, 2, -1.5, -3
# O=C(NC(C(=O)N1CCCC1C(=O)O)=C1CCCCC1)c1ccccc1 (configuration not stated) is listed with 3, 6, -2, -3, 2, -2, 6, -3.0, -6
# CCc1ccccc1NC1=NCC(=O)N1Cc1ccccc1 is listed with 2, 3, -1, -4, 1, 3, -3, 0.9, 3

# (further entries)
SMILES,GLD-1 RNA inh,BCLXL inh,Fam108B inh,TPT1 inh,PME-1 primary,GSTO1 inh,MCL1 BIM primary,MEX-5 binding,PAD4 FP inh
CCOC(=O)C1=C(N)N2C(=O)C(C)SC2=C(C(=O)OCC)C1c1ccccc1 (configuration not stated),-3,1,2,-1,-2,5,-1,-5.3,-6
C[C@H](NC(=O)c1ccccc1Cl)C(=O)OCC(=O)NNC(=O)c1cccs1,0,-5,-1,0,-4,7,-1,-0.7,0
Cc1cccc(C(=O)Nc2nnc(COc3ccccc3)s2)c1,2,-1,-4,3,3,-5,-3,1.3,-2
Nc1nnc(CSCc2ccc(F)cc2)s1,4,6,1,-5,1,2,10,-0.9,1
Cc1nn2c(NCCCN(C)C)c3c(nc2c1-c1ccccc1)CCC3,31*,0,1,0,1,1,2,-1.7,-2
Cc1ccc(S(=O)(=O)N(C)CCCC(=O)Nc2ccc(F)cc2)cc1,-7,3,3,-1,-1,2,6,0.5,4
Cc1ccc(S(=O)(=O)NCCc2cn3nc(C)c(C)nc3n2)cc1C,3,4,-2,1,1,6,0,1.8,-4
Cc1ccc(NC(=O)C2CCCCC2C(=O)O)cc1C (configuration not stated),-5,12,3,-5,-7,5,7,-0.1,2
CC1(NC(=O)CSc2nnc(-c3c[nH]c4ccccc34)n2C2CC2)CCS(=O)(=O)C1 (configuration not stated),5,-7,.,.,1,.,-16,.,-2
CC(=O)Nc1ccc(S(=O)(=O)N2CCN(Cc3nc4sc(C)c(C)c4c(=O)[nH]3)CC2)cc1,4,6,-5,-5,-3,-8,5,-1.2,2
Cc1ccc(NC(=O)NCc2cccnc2)cc1Cl,-3,1,0,3,-3,-4,-1,-1.1,0
COc1ccc(Cn2c(=O)[nH]c3cc(C(=O)Nc4ccccc4C)ccc32)cc1,5,10,1,2,-1,7,10,-0.6,1
O=C(O)c1ccc2c(c1)C(=O)N(c1cccc(S(=O)(=O)Nc3cccc(C(F)(F)F)c3)c1)C2=O,-5,3,-4,3,8,-14,-3,-0.5,0
COc1ccccc1OCCn1c(=O)n(C)c2ccccc21,2,4,-1,1,-6,3,3,0.3,2
COC(=O)c1ccc(Nc2ncnc3sccc23)cc1,-6,2,0,-1,-5,-6,-5,0.3,-7
NC(=O)c1oc2ccccc2c1NC(=O)CS(=O)(=O)c1ccccc1,7,8,4,-2,-6,-7,-1,2.2,-1
O=C(Nc1cccc(S(=O)(=O)N2CCOCC2)c1)C1CCCN(C(=O)c2ccc(Cl)cc2)C1 (configuration not stated),1,1,-4,-3,1,2,0,-0.1,-7
O=C(CC1NCCNC1=O)Nc1cccc([N+](=O)[O-])c1 (configuration not stated),2,1,-1,-4,0,2,11,-1.0,-3
Cn1c(=O)c2c(nc(Sc3ncnn3CC(=O)NC(C)(C)C)n2C)n(C)c1=O,5,-1,5,4,-7,-10,0,0.2,0
Cc1ccc(S(=O)(=O)N2CCN(C(=O)C3COc4ccccc4O3)CC2)cc1C (configuration not stated),1,-7,12,0,4,3,-21,1.8,5
O=C(CNS(=O)(=O)c1ccccc1)N1CCc2ccccc2C1,-1,0,0,0,-4,6,-4,-2.0,-4
Cn1cnnc1SCc1cccc(Br)c1,1,10,6,-4,-2,5,-7,0.8,3
O=C(c1ccc(Br)o1)N1CCN(Cc2ccc3c(c2)OCO3)CC1,7,-1,1,2,1,-3,8,-0.5,-1
Cc1cc(C)c2nc(Cl)c(CN(Cc3ccco3)C(=O)Nc3ccccc3C)cc2c1,3,6,-8,5,-6,-5,-3,0.1,3
CC(C)CN(Cc1c(O)ccc2c3c(c(=O)oc12)CCC3)CC(C)C,2,3,2,-2,8,4,4,0.7,0
O=C(O)c1ccccc1C(=O)Nc1c(-c2ccccc2)nc2ccccn12,-6,-4,-2,4,2,1,-4,2.4,0
CC(=O)Nc1nnc(SCC(=O)NCc2ccc3c(c2)OCO3)s1,3,3,1,0,-5,-1,0,0.2,-2
O=C(Cc1ccccc1F)N1CCN(S(=O)(=O)c2ccc(Cl)cc2)CC1,4,-9,.,.,-1,.,-15,.,-1
CCOC(=O)c1oc2ccccc2c1NC(=O)C(C)(C)C,-10,0,-5,-1,7,3,-11,-1.6,-2
CC1CCCCN1S(=O)(=O)c1ccc2c(c1)CCN2C(=O)C1CC1 (configuration not stated),3,-3,-4,-2,0,3,6,1.6,7
